From PubChem
GLP-1R inv ag – inverse agonists of human GLP-1 receptor; HEK293 GLP-1R CRE-luciferase, luminescence, 24 h; GLP-1R form is constitutively active; Potency, µM (titrated, usually from 38.3 µM), without a hit: top-dose activity change, negative = inhibition, hits mostly inhibitors; actives 1.6% (n = 410,000); further: potency means the concentration at half of the fitted maximal effect; on the % scale 0 is the no-effect control and ±100 the full control effect; nearly all actives have a fitted effect of over 55% in size
Target sequence (P43220 whole entry, looked up): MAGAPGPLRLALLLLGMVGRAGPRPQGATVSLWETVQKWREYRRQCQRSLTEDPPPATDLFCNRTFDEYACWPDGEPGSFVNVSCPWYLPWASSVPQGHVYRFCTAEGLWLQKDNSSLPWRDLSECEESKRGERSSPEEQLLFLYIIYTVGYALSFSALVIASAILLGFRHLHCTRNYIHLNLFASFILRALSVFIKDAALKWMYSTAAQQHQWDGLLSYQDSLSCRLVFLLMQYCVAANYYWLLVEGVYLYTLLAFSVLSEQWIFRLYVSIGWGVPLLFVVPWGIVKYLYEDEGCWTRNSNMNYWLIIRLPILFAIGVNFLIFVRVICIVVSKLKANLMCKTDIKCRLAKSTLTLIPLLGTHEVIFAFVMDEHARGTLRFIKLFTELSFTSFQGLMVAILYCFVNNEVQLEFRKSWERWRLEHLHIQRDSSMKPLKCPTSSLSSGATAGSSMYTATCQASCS
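Using stably transfected HEK293 (constitutively active GLP-1R, cAMP-luciferase reporter), compounds were incubated 24 hr and luciferase measured by luminescence.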
aSyn rescue – alpha-synuclein toxicity inhibition in yeast | Yeast expressing alpha-synuclein, growth rescue, BacTiter-Glo, 24 h | Potency, µM (doses to about 46.1 µM), for inactives: at the top dose growth rescue (activation), hits mostly activators | actives 0.14% (n = 370,000) | AID 652106; further: potency means the concentration at half of the fitted maximal effect; % of control where 0% means no effect; nearly all actives have a fitted effect of over 65% in size
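Readout is rescue of growth in alpha-synuclein-expressing yeast, so inhibitors of toxicity appear as activators. Growth after 24 hr at 30 deg C in galactose medium is quantified by luminescence.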
D3 antag – blocks the human D3 dopamine receptor | D3R cells, DiscoveRx beta-arrestin luminescence, antagonist mode; stronger effect = lower value | max response, negative = inhibition, % | actives 2.5% (n = 360,000); in the data active means max response below about -50%; inconclusive means no clear call, values can overlap the other calls; further: on the % scale 0 is the no-effect control and ±100 the full control effect; mostly tested at two doses, the higher about 12 µM
Target sequence (P35462 whole entry, looked up): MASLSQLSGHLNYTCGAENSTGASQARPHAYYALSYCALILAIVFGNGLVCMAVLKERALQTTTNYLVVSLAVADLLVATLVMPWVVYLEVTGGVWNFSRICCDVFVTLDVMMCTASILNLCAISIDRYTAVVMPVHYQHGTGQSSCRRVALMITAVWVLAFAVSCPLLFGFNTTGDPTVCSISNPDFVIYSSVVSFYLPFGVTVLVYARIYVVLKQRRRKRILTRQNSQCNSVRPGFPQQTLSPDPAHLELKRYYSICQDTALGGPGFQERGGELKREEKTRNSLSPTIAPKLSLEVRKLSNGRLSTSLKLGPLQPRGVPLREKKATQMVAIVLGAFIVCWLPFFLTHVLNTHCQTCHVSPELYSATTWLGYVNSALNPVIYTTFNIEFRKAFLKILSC
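Cells expressing the human receptor were seeded at 1500 cells/well, incubated overnight at 37 degrees C in 5% CO2, then exposed to library compounds with dopamine controls for 90 minutes at 37 degrees C before luminescent detection.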
Abeta rescue – A-beta toxicity reversal in yeast; Potency, µM (series often up to 46.1 µM), inactives show top-dose growth rescue, hits mostly activators; actives 0.063% (n = 410,000); yeast expressing A-beta42, growth rescue, OD600, 48 h; response scale: 0% DMSO, 100% iron-clioquinol control; further: potency means the concentration at half of the fitted maximal effect; nearly all actives have a fitted effect of over 55% in size
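Yeast growth medium received pinned compounds, then yeast cells expressing toxic A-beta were added; plates incubated at 30 C for 48 hr. Growth read as absorbance at 600 nm, normalized to DMSO and equimolar FeCl3 plus clioquinol controls.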
TDP-43 yeast inh – inhibitors of TDP-43 toxicity in yeast; TDP-43 expressing yeast growth rescue, BacTiter-Glo, 24 h; Potency, µM (highest dose often 46.1 µM), for inactives: top-dose growth rescue (activation), actives largely listed as activators; actives 1.8% (n = 410,000); AID 652104; further: potency means the concentration at half of the fitted maximal effect; % of control where 0% means no effect; nearly all actives have a fitted effect of over 50% in size
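Readout is BacTiter-Glo luminescence of cell growth, so inhibitors register as activators. TDP-43-expressing yeast at OD600=0.02 in galactose medium, after raffinose pregrowth to mid-log, were incubated with compound for 24 hr at 30 deg C.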
pAkt inh – blocks phosphorylation of Akt. Neuro2A IGF-stimulated pAkt S473 HTRF, 20 min; stronger effect = lower value. activity change, % for hits at 50 µM. actives 0.32% (n = 360,000); in the data active means activity change below about -80%; inconclusive means mostly about -51% to -80%; further: on the % scale 0 is the no-effect control and ±100 the full control effect
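Neuro2A cells in DMEM with 0.5% FBS, overnight at 37 deg C, given compound at single 50 µM final, then IGF (6 nM final) for 20 min at 37 deg C. Lysed; phospho-Akt Ser473 by HTRF after 24 h, 665/615 ratio.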
PTHR1 ag – agonists of human PTHR1 parathyroid hormone receptor; Q03431; HEK293 GP2 PTHR1 cells, GloSensor cAMP luminescence, 1 h; Potency, µM (highest dose often 115 µM), for inactives: at the top dose activation, actives largely listed as activators; actives 0.075% (n = 410,000); AID 743266; further: potency means the concentration at half of the fitted maximal effect; nearly all actives have a fitted effect of over 55% in size; some results filed as inactive show a strong effect at the top dose; inactives centre near -15; many of its hits are not listed in these tables
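HEK-293-derived GP2 cells expressing PTHR1 and a GloSensor cAMP reporter, 3,000/well, plated overnight, given luciferin plus IBMX (each 0.5 mM as added) for 1 h at 37 °C, then compound for 1 h at 37 °C. Luminescence was read after 15 min at room temperature.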
GLP1R ag – GLP-1 receptor (human) agonism; P43220; HEK293 GLP-1R CRE-luciferase, luminescence, 4-6 h; cells express a hypersensitive GLP-1R form; Potency, µM (highest dose often 45.6 µM), inactives show at the highest dose activation, most hits filed as activators; actives 0.007% (n = 380,000); AID 624172; further: potency means the concentration at half of the fitted maximal effect; % of control where 0% means no effect
FUS suppressor – suppressors of FUS proteinopathy in yeast; S. cerevisiae FUS-expressing, growth rescue, OD600, 24 h; Potency, µM (doses to about 76.6 µM), without a hit: at the highest dose growth rescue (activation), usual class: activators; actives 0.24% (n = 390,000); AID 1347120;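 further: potency means the concentration at half of the fitted maximal effect; plate controls were DMSO vehicle for no effect and reference control for full effect; nearly all actives have a fitted effect of over 55% in size; some results filed as inactive show a strong effect at the top dose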
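Steps: raffinose overnight preculture; dilution to OD 0.005 in 2% galactose minimal medium; compound addition (concentration series); 24hr at 30C, 99% humidity; absorbance read at 600 nm.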
Starred values were filed as active, the others as inactive; i = inactive; ? = inconclusive; . = not tested or not shown; [ ] = remark or other dose. Unless noted, the call rests on the fitted dose curve; in most records, active means well fitted curve in the direction sought with a large enough effect; inconclusive means small, poorly fitted or top-dose-only effect, or another doubt; inactive means no such curve, though single readings can be large; an effect the other way counts as inactive or inconclusive. A portion of the library (hit frequency here may not be typical).

Codes: A = GLP-1R inv ag; B = aSyn rescue; C = D3 antag; D = Abeta rescue; E = TDP-43 yeast inh; F = pAkt inh; G = PTHR1 ag; H = GLP1R ag; I = FUS suppressor
1: COc1ccc(N(CC(=O)NC2CCS(=O)(=O)C2)S(=O)(=O)c2cc(C)ccc2C)cc1 (stereo not given)
  A = -12% | B = -1% | C = 0 | D = 5% | E = 15% | F = i | G = -11% | H = 0% | I = 26%
2: CC(NC(=O)Cc1cccs1)c1ccccc1 (stereo not given)
  A = 4% | B = 1% | C = -5 | D = 10% | E = -2% | F = i | G = i | H = 0% | I = 10%
3: CCOc1ccc(/C=N/OC(C)C(=O)NCc2ccc3c(c2)OCO3)cc1 (stereo not given)
  A = ? | B = 7% | C = 13 | D = 1% | E = ? | F = i | G = -27% | H = 22% | I = 23%
4: CCCNC(=S)N1CCC(C(=O)c2ccc3c(c2)OCCO3)CC1
  A = -16% | B = -8% | C = 12 | D = 12% | E = -2%[0.397 µM] | F = i | G = -26% | H = 21% | I = 9%
5: Cc1cc(C)nc(-n2nc(C)cc2NC(=O)COC(=O)CCC(=O)c2cccs2)n1
  A = 46%[activator] | B = 4% | C = -27 | D = 18% | E = 20% | F = i | G = i | H = 0% | I = -2%
6: Cc1cccc2c1CC(C)(C)NC2=C(C#N)C#N
  A = 44%[activator] | B = -6% | C = 18 | D = -11% | E = -3% | F = i | G = -21% | H = 28% | I = 3%
7: O=C1CN(C(=O)COC(=O)c2cccc(S(=O)(=O)NCc3ccccc3)c2)c2ccccc2N1
  A = -11% | B = -4% | C = -5 | D = 16% | E = -9% | F = i | G = i | H = -1% | I = 30%
8: CN1CCN(C(=O)/C=C/c2ccc(C#N)cc2)CC1
  A = 28% | B = 1% | C = 1 | D = 3% | E = 13% | F = i | G = i | H = 3% | I = 7%
9: O=C(NCc1ccccc1)/C(=C/c1ccc(OC(F)F)cc1)c1ccccc1
  A = ? | B = 4% | C = -9 | D = 0% | E = ? | F = i | G = -21% | H = 0% | I = 23%
10: COc1ccc(CN(C)C(=O)c2[nH]c(C)c(C(C)=O)c2C)c(OC)c1OC
  A = 14% | B = 0% | C = -4 | D = -3% | E = 5% | F = i | G = -20% | H = 14% | I = 1%
11: O=C(CN1CCC(C(=O)c2ccc3c(c2)OCCO3)CC1)NC1CCCC1
  A = 9% | B = 1% | C = -18 | D = ? | E = -13% | F = i | G = -9% | H = 26% | I = 23%
12: CC1C(=O)N2CCCc3cc(S(=O)(=O)NCCc4ccccc4)cc1c32 (stereo not given)
  A = 6% | B = 1% | C = 12 | D = 2% | E = 16% | F = i | G = -13% | H = 3% | I = 11%
13: C[C@H]1CN([C@@H](C)CO)C(=O)c2cc(Br)cnc2O[C@H]1CN(C)C(=O)C1CC1
  A = 2% | B = -2% | C = 5 | D = 2% | E = 6% | F = i | G = -19% | H = -4% | I = -31%
14: CCOc1ccc(S(=O)(=O)Nc2cccc(-c3ccc(N4CCC(C)CC4)nn3)c2)cc1
  A = ? | B = . | C = . | D = 6% | E = 15% | F = . | G = i | H = . | I = ?
15: CC(C)(C)OC(=O)N1CCC(C(=O)Nc2ccc(C(=O)N3CCOCC3)cc2)CC1
  A = 5% | B = 0% | C = 6 | D = -16% | E = 4% | F = i | G = i | H = 9% | I = -1%
16: CCOC(=O)c1c(S(=O)(=O)NCC(=O)N(C)c2ccc(C)cc2)c(C)n(C)c1C
  A = 3% | B = . | C = . | D = -12% | E = 5% | F = . | G = i | H = . | I = -4%
17: CCN(CC)CCNC(=O)c1ccc(NC(=O)c2ccc(C(=O)c3ccccc3)cc2)cc1
  A = 3% | B = 10% | C = 9 | D = -8% | E = -10% | F = i | G = i | H = 27% | I = 34%
18: CCn1c(C(=O)OC)cc2c1ccn2-c1ccc(F)cc1
  A = -21% | B = -7% | C = -77* | D = -11% | E = 2% | F = i | G = -9%[57.5 µM] | H = 13% | I = 16%
19: CCOC(=O)c1[nH]c(C)c(CCC(=O)Nc2ccccc2OCC)c1C
  A = -19% | B = . | C = . | D = -6% | E = 15%[9.22 µM] | F = . | G = i | H = . | I = -15%
20: Cc1cc(C(=O)COC(=O)C23CC4CC(CC(O)(C4)C2)C3)c(C)n1C
  A = -27% | B = -3% | C = 21 | D = 10% | E = -2% | F = i | G = i | H = 4% | I = 13%

In another format: entries from further up.
(13) C[C@H]1CN([C@@H](C)CO)C(=O)c2cc(Br)cnc2O[C@H]1CN(C)C(=O)C1CC1
(11) O=C(CN1CCC(C(=O)c2ccc3c(c2)OCCO3)CC1)NC1CCCC1
(17) CCN(CC)CCNC(=O)c1ccc(NC(=O)c2ccc(C(=O)c3ccccc3)cc2)cc1
Compound	13	11	17
GLP-1R inv ag	2%	9%	3%
aSyn rescue	-2%	1%	10%
D3 antag	5	-18	9
Abeta rescue	2%	?	-8%
TDP-43 yeast inh	6%	-13%	-10%
pAkt inh	i	i	i
PTHR1 ag	-19%	-9%	i
GLP1R ag	-4%	26%	27%
FUS suppressor	-31%	23%	34%

New compounds follow:
Codes: A = GLP-1R inv ag; B = aSyn rescue; C = D3 antag; D = Abeta rescue; E = TDP-43 yeast inh; F = pAkt inh; G = PTHR1 ag; H = GLP1R ag; I = FUS suppressor
21: COc1cc(NS(=O)(=O)c2ccc(NC(=S)NC(=O)COc3ccccc3OC)cc2)nc(OC)n1
  A = 3% | B = 8% | C = -20 | D = 18% | E = 19% | F = i | G = -5% | H = -6% | I = 23%
22: C=C(C)C1CC=C(C)/C(=N/NC(=O)c2ccc(NC(=O)CCC)cc2)C1 (stereo not given)
  A = 0% | B = 1% | C = -17 | D = 1% | E = -6% | F = i | G = i | H = 1% | I = 22%
23: CCc1ccc(S(=O)(=O)c2nnn3c2nc(N2CCOCC2)c2ccccc23)cc1
  A = 18% | B = 7% | C = -3 | D = 1% | E = -8% | F = i | G = -23% | H = 13% | I = -15%
24: Cc1ccc(NC(=S)NCc2ccccc2)cc1S(=O)(=O)N1CCCCC1
  A = 11µM* | B = -3% | C = -2 | D = -3% | E = -3% | F = i | G = -44%[inhibitor] | H = 2% | I = ?
25: O=C(Cc1c(Cl)cccc1Cl)N1CCN(S(=O)(=O)c2cccs2)CC1
  A = -8% | B = 4% | C = 7 | D = -8% | E = 7% | F = i | G = -43%[inhibitor] | H = -4% | I = 4%
26: O=C(CSc1ccc([N+](=O)[O-])cc1)Nc1cccc(S(=O)(=O)N2CCOCC2)c1
  A = -23% | B = -4% | C = 4 | D = 3% | E = 9% | F = i | G = -29% | H = -9% | I = .
27: CC(=O)Nc1ccc(NC(=O)c2cc(-c3cccs3)on2)cc1
  A = 3% | B = . | C = . | D = -26% | E = -3% | F = . | G = -7% | H = . | I = 10%
28: COC(=O)CSc1nnc(-c2ccncc2)n1N
  A = -11% | B = 2% | C = 13 | D = -2% | E = 11% | F = i | G = -22% | H = -4% | I = -3%
29: O=C(/C=C/c1ccc([N+](=O)[O-])cc1)NC1CC2CCC1C2 (stereo not given)
  A = -30% | B = 13% | C = -2 | D = 2% | E = ? | F = i | G = -20% | H = 18% | I = 12%
30: Cc1ccc(C)c(NC(=O)CCc2nc3cccnc3n2Cc2cccs2)c1
  A = -12% | B = . | C = . | D = -9% | E = 19% | F = . | G = i | H = . | I = -8%
31: CN(C)CCCOc1ccc(C(C)(C)c2ccccc2)cc1
  A = ? | B = -1% | C = -68* | D = 3% | E = 0% | F = i | G = -4% | H = 8% | I = 16%
32: COc1cccc(CCNC(=O)c2cccc(NC(=O)C3=C(C)OCCS3)c2)c1
  A = -11% | B = 3% | C = 4 | D = 8% | E = 18% | F = . | G = -7% | H = 4% | I = -1%
33: CCCCNC(=O)c1ccc(CS(=O)(=O)c2ccc(OC)cc2)o1
  A = 6% | B = -19% | C = 19 | D = 7% | E = 3% | F = i | G = -59%[inhibitor] | H = -2% | I = -17%
34: COc1ccc(CNc2ncc(-c3ccc(Br)cc3)n2C)cc1OC
  A = -6% | B = 4% | C = 0 | D = 0% | E = 15% | F = i | G = -27% | H = 3% | I = -10%
35: COc1ccc(-c2nc(SC(C)C(=O)Nc3ccc(NC(C)=O)cc3)n[nH]2)cc1 (stereo not given)
  A = 10% | B = 1% | C = 1 | D = -13% | E = 19% | F = i | G = -7% | H = 2% | I = 18%
36: O=C(NC1CCCCC1)NC1C2CC3CC(C2)CC1C3 (stereo not given)
  A = 8% | B = 2% | C = -10 | D = 18% | E = 6% | F = i | G = i | H = -1% | I = 15%
37: COc1ccc(/C=N\NC(=O)c2sccc2C)cc1Cn1nc(C)cc1C
  A = 6% | B = 4% | C = -6 | D = -7% | E = 5% | F = i | G = -9% | H = 21% | I = 36%
38: O=C1CC(=O)C(n2cncn2)C(c2c(F)cccc2Cl)C1 (stereo not given)
  A = 0% | B = 0% | C = -2 | D = 9% | E = -1% | F = i | G = i | H = -15% | I = 21%
39: O=C(N/N=C/c1ccncc1)c1ccc(-n2cccc2)cc1
  A = 12% | B = 1% | C = -3 | D = 2% | E = -9% | F = i | G = i | H = -6% | I = .
40: CCOC(=O)C1(CCOc2ccccc2)CCN(Cc2cccc(OC)c2O)CC1
  A = ? | B = 3% | C = -24 | D = 4% | E = -8% | F = i | G = -37%[inhibitor] | H = 15% | I = 8%
41: FC(F)(F)c1ccc(C2[C@H]3CN(CC4CCCCC4)[C@H](c4ccccc4)C34CC2(c2cccnc2)C4)cc1 (stereo not given in full)
  A = ? | B = -7% | C = ? | D = 5% | E = -3% | F = i | G = -13% | H = -4% | I = 10%
42: COC(=O)c1cnc(Nc2nc(C(N)c3ccccc3Cl)cs2)nc1C(F)(F)F (stereo not given)
  A = -22% | B = -20% | C = -21 | D = -17% | E = 10% | F = i | G = ? | H = 12% | I = 12%
43: COc1ccc(C(CNC(=O)c2c(C)nn(Cc3ccc(C)cc3)c2Cl)N2CCOCC2)cc1 (stereo not given)
  A = -22% | B = 0% | C = -4 | D = 5% | E = -14% | F = i | G = -35%[inhibitor] | H = 10% | I = .
